MEP2-GFP yeast: alters MEP2-GFP fluorescence in TOR pathway yeast screen; 330,000 compounds, 0.51% hits; GFP response vs DMSO, % at 10 µM; S. cerevisiae MEP2-GFP strain, flow cytometry GFP, 3 h; 100% = DMSO control level;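 active = GFP response versus DMSO above a set limit, roughly screen mean plus 3 SD, cut at about 180% in these data; inconclusive = fewer than 70 cells counted for a yeast strain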;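 also: median GFP fluorescence of the barcode-gated MEP2-GFP cells per well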
RPL19A-GFP yeast: yeast TOR pathway RPL19A-GFP modulation; S. cerevisiae RPL19A-GFP strain, flow cytometry, 3 h; hits give low values; percent response vs DMSO, % at 10 µM; 330,000 compounds, 0.3% hits; AID 2025;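 active = percent response vs DMSO below 50%; inconclusive = fewer than 70 events counted for the yeast strain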;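 also: median channel GFP fluorescence of the barcoded RPL19A-GFP strain; ratio of sample median GFP to plate DMSO average so 100% = DMSO; lower means less RPL19A-GFP as with rapamycin TOR inhibition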
LAP4-GFP MLPCN: modulators of TOR pathway LAP4-GFP in S. cerevisiae. GFP response vs DMSO, % at 10 µM. S. cerevisiae LAP4-GFP multiplex, flow cytometry GFP, 3 h; median GFP as percent of DMSO wells. 320,000 compounds, 0.34% hits;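 active = GFP response vs DMSO above a set limit, about the screen mean plus 3 SD, cut at about 150% in these data; inconclusive = under 70 cell events counted for the yeast strain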
Numbers without * were called inactive; ? = inconclusive; [ ] = remark or other dose.

MEP2-GFP yeast	RPL19A-GFP yeast	LAP4-GFP MLPCN	Structure
109	108	97	CCC(=O)NCCc1nc2cc(NC(=O)c3ccccc3Cl)ccc2n1C
106	109	101	CCCC(=O)Nc1ccc2c(c1)nc(CCN1CCN(c3ccccn3)CC1)n2C
107	101	106	Cc1ccc(-c2cnn3c(N4CCOCC4)cc(C)nc23)cc1
95	100	108	O=C(NCCc1ccccc1)c1ccc(Cl)cc1[N+](=O)[O-]
116	109	102	O=C(Nc1cc(-c2ccccc2)sc1C(=O)O)c1cccc(F)c1
102	99	98	COc1ccc(CN2CCCC(N3CCN(c4cccc(Cl)c4)CC3)C2)cc1OC (stereo not drawn)
100	107	70	CCc1ccc(/C=N/NC(=O)Cc2ccc(OC)c(OC)c2)s1
129	109	96	CN(C)c1ccc(NC(=O)C2C3C=CC(C3)C2C(=O)O)cc1 (stereo not drawn)
103	108	91	Cc1ccc(C(=O)COC(=O)C(C)N2C(=O)C3C4C=CC(C4)C3C2=O)cc1C (stereo not drawn)
102	104	99	Cn1c(=O)c2c(nc(NCCO)n2CCCc2ccccc2)n(C)c1=O
105	97	94	COCCN(Cc1cn(C)nc1-c1ccc(Oc2ccccc2)cc1)C(C)C
110	104	99	COc1cccc(-c2nnn(CC(=O)N3CCC(C)CC3)n2)c1
109	108	95	COc1ccc(CN2CCN(C3CCC3)CC2CCO)c(F)c1 (stereo not drawn)
102	104	86	COc1cc(/C=C/C(=O)OCN2C(=O)c3ccccc3C2=O)ccc1OC(F)F
100	98	79	Cc1ccnc(NC(=O)CCNC(=O)c2ccc(Cl)cc2)c1
104	101	94	S=c1[nH]nc(COc2ccccc2)n1/N=C/c1ccc(Cl)cc1Cl
115	111	109	O=C(O)CC(NS(=O)(=O)Cc1ccccc1)c1cccc([N+](=O)[O-])c1 (stereo not drawn)
111	104	94	CCC(=O)Nc1ccc2c(c1)Cc1cc(NC(=O)CC)ccc1-2
99	112	91	Cc1ccc(-n2ncc3c2CC(C)(C)CC3NC(=O)c2c(C)noc2C)cc1 (stereo not drawn)
104	119	76	COc1ccccc1NC(=O)NC1CCCCCCC1
101	97	86	COc1ccc(Cl)cc1NS(=O)(=O)c1c(C)[nH]c(=O)[nH]c1=O
104	103	95	Cc1cccc(Nc2ccc([N+](=O)[O-])cn2)c1
98	109	67	Cc1ccc(S(=O)(=O)NNC(=O)CCC(=O)Nc2ccccc2Cl)cc1
91	118	74	COc1ccc(CC(=O)Nc2ccc(/C(C)=N/NC(=O)c3ccc(OC)cc3OC)cc2)cc1
102	107	100	CCOc1ccc(N/C=C/C(=O)c2ccccc2)cc1
95	103	95	C=CCn1c(=O)c(C(=O)Nc2ncccc2O)c(O)c2ccccc21
107	107	99	CC[C@@H](C)[C@H](NC(=O)Cc1c(C)c2c(cc(C)c3c(C)coc32)oc1=O)C(=O)O
103	121	77	O=C(O)CC(NC(=O)c1ccco1)c1ccco1 (stereo not drawn)
101	106	94	Cc1ccc(-c2nnc(Nc3ccc(O)cc3)c3ccccc23)cc1S(=O)(=O)NCCO
103	114	89	CCN(CC)C(=O)c1nn(Cc2ccccc2)c(=O)c2ccccc12

Three structures already listed, sorted by count of non-hydrogen atoms, lowest first:
MEP2-GFP yeast	RPL19A-GFP yeast	LAP4-GFP MLPCN	Structure
102	107	100	CCOc1ccc(N/C=C/C(=O)c2ccccc2)cc1
101	97	86	COc1ccc(Cl)cc1NS(=O)(=O)c1c(C)[nH]c(=O)[nH]c1=O
104	101	94	S=c1[nH]nc(COc2ccccc2)n1/N=C/c1ccc(Cl)cc1Cl

(continued)
MEP2-GFP yeast	RPL19A-GFP yeast	LAP4-GFP MLPCN	Structure
97	107	69	O=C(C1CCN(S(=O)(=O)c2ccccc2)CC1)N1CCCCCC1
100	102	82	CCOC(=O)N1CCN(C(=O)CCc2cc(OC)c(OC)c(OC)c2)CC1
107	104	101	Cc1ccc(C)c(N2CCN(CCCc3ccccc3)CC2)c1
146	105	107	COCCNc1nc(N)c([N+](=O)[O-])c(NCc2ccccc2)n1
107	92	100	O=C(NCc1ccc(F)cc1)c1cccc2c1C(=O)c1ccc(Cl)cc1S2(=O)=O
110	99	100	NC(=O)c1cc([N+](=O)[O-])ccc1NCCc1ccccc1
109	111	91	COc1ccc(S(=O)(=O)N2CCCCCC2)cc1C(=O)N(C)Cc1ccc(C(C)(C)C)cc1
114	105	113	CCN(c1ccccc1C(=O)O)S(=O)(=O)c1ccc2[nH]c(=O)[nH]c2c1
97	109	69	O=C(NC(=S)N1CCCCCC1)c1ccccc1
107	101	99	Cc1cc(C)c(S(=O)(=O)NCc2ccc3c(c2)OCO3)c(C)c1
105	106	95	CC(C)CCNC(=O)C1CCC(CNS(=O)(=O)c2ccc(Cl)cc2)CC1 (stereo not drawn)
101	106	90	COc1cccc(/C=C2/C(=O)NN(c3ccccc3)C2=O)c1
102	109	68	Cc1nn(C)c(C(=O)Nc2c(C)nn(Cc3c(F)c(F)c(F)c(F)c3F)c2C)c1Br
110	104	95	O=C(NC1CCN(S(=O)(=O)c2cccc(F)c2)CC1)c1cccc(F)c1
108	99	99	COc1ccc(CCNc2ccc([N+](=O)[O-])cn2)cc1
103	104	96	O=C(/C=C/c1cccc([N+](=O)[O-])c1)OCC1CCCO1 (stereo not drawn)
102	99	90	C/C(=N\NC(=O)NC1CCCCC1)c1ccc(Cl)s1
108	106	97	Cc1cc(Cl)ccc1NS(=O)(=O)c1c(C)[nH]c(=O)[nH]c1=O
102	101	101	COc1ccccc1N1CCN(/N=C/c2ccc([N+](=O)[O-])cc2)CC1
111	109	127	O=C(O)c1ccc2c(c1)C(=O)N(CCc1c[nH]c3ccccc13)C2=O
104	104	95	Cc1ccccc1COc1ccc(-c2nnn(CC(=O)O)n2)cc1
107	99	92	O=C(O)Cn1c(=O)n(Cc2ccccc2)c2ccccc21
109	104	109	CCCCNC(=O)N(O)C1N(/N=C/c2ccccc2O)C(=S)SC1(C)C (stereo not drawn)
118	92	100	CCOc1ccc(C(=O)Nc2ccc(NC(=O)c3ccccc3)c(C)c2)cc1[N+](=O)[O-]
113	120	101	O=C(NCCCC(=O)N1CCCCC1)c1ccc(Cl)cc1
108	104	100	c1ccc(N2CCN(CC3CCCCC3)CC2)cc1
108[may fluoresce red]	?	80[may fluoresce red]	COc1cccc(NC(=O)Nn2cnnc2)c1
105	101	100	CSc1ccc(CN2CCSCC2)cc1
104	102	130	O=C(c1ccccc1)c1ccc(-c2ccc(O)cc2)cc1
103	111	72	Cc1ccc(NC(=S)N2CC(C)OC(C)C2)cc1C (stereo not drawn)
105	101	101	CCOC(=O)N1CCN(C(=O)CCc2ccc(S(=O)(=O)NC(C)(C)C)cc2)CC1
111	105	94	O=C(CCN1C(=O)/C(=C/c2ccco2)SC1=S)Nc1ccc(O)cc1C(=O)O
98	105	97	COc1cc(C(=O)NC2CC(C)(C)CC(C)(C)C2)ccc1OC1CCN(C(C)=O)CC1
110	106	105	Cc1cccn2c(=O)c(C=O)c(Nc3ccc(S(N)(=O)=O)cc3)nc12
114	108	96	CC(=O)C(C(C)=O)C(c1ccccc1)c1nc2ccccc2[nH]c1=O (stereo not drawn)
106	112	79	COc1ccc(/C(C)=N\NC(=O)c2ccc(-c3ccccc3)cc2)c(F)c1
110	103	92	CCCC(=O)Nc1ccc2c(c1)nc1n2CCN(CCOC)C1
110	104	103	O=C(NCc1ccc(Cl)cc1)c1cc2ccccc2oc1=O
106	119	82	Cc1cc(=O)oc2c3c(cc(OCC(=O)N[C@@H](C)C(=O)O)c12)OC(C)(C)CC3
97	97	105	COc1ccc([C@H]2CC(=O)C=C(c3ccc(OC)c(F)c3)C2)cc1
94	95	104	O=C1NC(Cc2ccccc2)c2nc3cc(F)ccc3c(=O)n2-c2ccc(Cl)cc21 (stereo not drawn)
96	105	65	C/C(=N\NC(=O)C1CCCC1)c1ccc(Cl)c(Cl)c1
111	107	99	O=C(Nc1cc(Br)ccc1O)C1CC(c2ccccc2Cl)=NO1 (stereo not drawn)
104	102	98	CCC(=O)N1N=C(c2cccs2)CC1c1ccc(OC)cc1 (stereo not drawn)
96	105	68	CC(C)n1cc(C(=O)N2CCCC(N3CCN(c4cccc(Cl)c4)CC3)C2)cn1 (stereo not drawn)
102	102	96	O=C(NCCOC(=O)c1c(F)cccc1Cl)c1c(F)cccc1Cl
101	101	97	O=C(NCc1ccccc1)C1CCCN1C(=O)Nc1ccccc1[N+](=O)[O-] (stereo not drawn)
92	100	66	Cc1cccc(NC(=O)Nc2cccnc2)c1C
93	99	78	CC(=O)NC(CC(=O)Oc1ccc(C)cc1Br)c1ccccc1 (stereo not drawn)
107	106	95	O=C(O)C1CCCN(S(=O)(=O)Cc2ccccc2)C1 (stereo not drawn)
102	105	95	Cc1ccccc1/C=C/c1cccc[n+]1C
91	103	64	O=C(Nc1ccnn1C1CCN(CC(O)CO)CC1)C1CCCC1 (stereo not drawn)
104	108	85	COCCC(=O)N1CCC(Oc2ccc(C(=O)N3CCC[C@H]3CO)cc2)CC1
102	109	73	Cc1cc(C(=O)Nc2cccc(NC(=O)c3ccco3)c2)ccc1[N+](=O)[O-]
105	104	97	O=C(N/N=C/c1cccnc1)c1ccccc1Br
105	103	105	COc1ccc(/C=C2\SC(N)=NC2=O)cc1
107	118	72	Cc1ccc(-c2cc(C(=O)N/N=C/c3ccoc3)c3ccccc3n2)cc1
102	107	95	CCN1CCN(CCC(=O)Nc2ccc(C)cc2)CC1
101	106	65	COc1ccc(-c2[nH]ncc2/C=N\NC(=O)c2cccs2)cc1OC
112	110	121	Cc1[nH]c(-c2ccc(F)cc2)cc1C(=O)N1CCN(c2ccc(Cl)cc2)CC1

Following part.
MEP2-GFP yeast	RPL19A-GFP yeast	LAP4-GFP MLPCN	Structure
103	105	68	Cc1c(-c2cccc(Cl)c2)nc2ccccc2c1C(=O)NC1CC1
103	114	73	CCc1ccccc1NC(=O)NC1CCCCCCC1
114	108	99	CCC(C)[C@H](N)C(=O)NC[C@H]1CC[C@H](C(=O)N[C@@H](Cc2ccccc2)C(=O)O)CC1 (stereo partly drawn)
108	109	75	Cc1cccc(CN2CCCC(C(=O)Nc3ccc(-c4cscn4)cc3)C2)c1 (stereo not drawn)
103	110	91	COC(=O)c1c(NC(=O)C2CC(C)=C(C)CC2C(=O)O)sc2c1CCCCC2 (stereo not drawn)
101	109	78	C/C(=N/NC(=O)c1ccc(-c2ccccc2)cc1)c1cccc(O)c1
105	101	99	CCOC(=O)C1CCCN(CCC(=O)Nc2ccc(Br)c(C)c2)C1 (stereo not drawn)
106	103	101	COc1ccc(-c2noc(CN(C)Cc3ccccc3)n2)c(OC)c1OC
100	101	105	COc1ccc(/C=C(\NC(=O)c2ccc(OC)cc2)C(=O)Nc2cccc(C(=O)O)c2)cc1
106	95	93	CCCCOc1ccc(Cn2c(=O)oc3ccccc32)cc1
111	115	78	COC(=O)CCC(=O)NC(=S)Nc1ccc(S(=O)(=O)Nc2cc(C)on2)cc1
133	104	106	Cc1ccc2[nH]c3c(NCc4ccccc4)ncnc3c2c1
112	106	104	COc1ccc(NC(=O)CCC(=O)c2ccc(C(C)C)cc2)cc1
101	102	103	N#CC1=C(N)Oc2cc(O)c(Cl)cc2C1c1cccnc1 (stereo not drawn)
97	109	73	Cc1ccc(OCc2cc(C(=O)N3CCc4sccc4C3)no2)cc1C
114	115	91	O=[N+]([O-])c1cc([N+](=O)[O-])c2nonc2c1Nc1ccccc1O
100[may fluoresce red]	?	73[may fluoresce red]	C/C(=N\NC(=O)c1cc(-c2ccccc2C)nc2ccccc12)c1cccnc1
94	100	65	CCOc1cc(C(=O)N/N=C/c2ccoc2)cc(OCC)c1OCC
103	109	72	COc1cc(C=O)ccc1OCC(=O)Nc1ccccc1N1CCOCC1
102	116	72	COCCN1CCN(C(=O)c2cc(COc3ccc(F)c(F)c3)on2)CC1
101	109	71	COc1cc(NC(=S)N2CCN(S(=O)(=O)c3ccccc3)CC2)cc(OC)c1

An excerpt from above, reduced to MEP2-GFP yeast and RPL19A-GFP yeast.
mol	MEP2-GFP yeast	RPL19A-GFP yeast
Cc1[nH]c(-c2ccc(F)cc2)cc1C(=O)N1CCN(c2ccc(Cl)cc2)CC1	112	110
COCCC(=O)N1CCC(Oc2ccc(C(=O)N3CCC[C@H]3CO)cc2)CC1	104	108

These rows are one share of the data. The share of hits here may be higher or lower than overall.
